DT40 TDP1 CPT = DT40-hTDP1 cell growth loss with CPT; chicken DT40 Tdp1-/-;hTDP1 cells + 20 nM CPT, ATP luminescence, 48 h; Potency, µM (highest dose often 46.2 µM), without a hit: at the highest dose activity change, negative = growth inhibition, most hits filed as inhibitors; actives 12% (n = 420,000); active = well fitted inhibition curve with a large enough effect; inconclusive = small, poorly fitted or top-dose-only effect; note: nearly all actives have a fitted effect of over 55% in size
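Chicken DT40 Tdp1-/- cells complemented with human TDP1, 400 cells/well, exposed to compounds plus 20 nM camptothecin for at least 48 h at 37 C; viability read as ATP content by CellTiter-Glo luminescence.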
An asterisk follows results filed as active; ? = inconclusive; [ ] = dose if it differs, or a comment. % is set by controls: 0 for no effect and ±100 for the full control effect; potency is the fitted concentration of half-maximal effect.

no.	Molecule	DT40 TDP1 CPT
1	COc1cc2oc(=O)cc(CN3CCCC3)c2cc1Cl	-13%
2	COc1ccc(CN2CCC(n3cc(C(=O)N4CCCC4)nn3)CC2)c(OC)c1C	0%
3	CCN(CC)CCN(Cc1cc2cc3c(cc2[nH]c1=O)OCCO3)C(=S)NCCOC	?
4	Cc1ccccc1NC(=O)CN1CCCC1	-5%
5	N#Cc1ccc(Nc2nc(NCc3ccccc3)nc3ccsc23)cc1	6.5µM*
6	CC(C)(C)c1cc(NC(=O)C2(C)CCN2C(=O)C2(c3ccccc3)CCCC2)no1 (centres undefined)	15µM*
7	CC(C)c1ccc(Nc2ncc3c(n2)CCN(C(=O)NC2CCCCC2)C3)cc1	-25%
8	CC(C)CC#Cc1ccc2c(c1)O[C@H](CN(C)C(=O)Cc1ccncc1)[C@H](C)CN([C@H](C)CO)S2(=O)=O	?
9	O=C1NC[C@H](CCCCN2C[C@H](Cc3ccc(O)cc3)N(Cc3ccccc3)C(=O)C2=O)N(CCc2ccccc2)C1=O	-3%
10	Cc1ccc(C(O)c2ncc(-c3ccc(Cl)cc3)[nH]2)cc1 (centres undefined)	?
11	COc1cc(C(O)c2nc(-c3ccncc3)cs2)ccc1F (centres undefined)	?
12	O=C(Nc1ccc(Cl)cc1)c1nc[nH]c1C(=O)Nc1ccccc1F	?
13	O=C(NCc1ccccc1)C(c1ccc(-c2ccccc2)cc1)N1CCN(CCN2CCOCC2)CC1 (centres undefined)	16µM*
14	CC1(C(=O)NC2CCCC2)CCC(=O)N1CCOc1ccccc1 (centres undefined)	1%
15	COc1cc(=O)n2c(c1C(=O)N(C)Cc1nonc1C)CCN(Cc1cc(C)ccc1C)CC2	-1%[9.04 µM]
16	CN(Cc1cnn(-c2ccc(F)cc2)c1)C(=O)[C@H]1O[C@@H](n2ccc(N)nc2=O)[C@H](O)[C@@H]1O	-15%
17	O=S(CC(O)c1ccccc1)c1ccccc1 (centres undefined)	?
18	O=C(CC[C@H]1O[C@@H](n2ccc(=O)[nH]c2=O)[C@H](O)[C@@H]1O)NCc1cccc2ccccc12	-5%
19	CC(C)Nc1ncnc2c1ncn2[C@H]1CN(Cc2ccc(Cl)cc2)C[C@@H](CO)O1	?
20	CCCC(=O)Nc1nnc(SCC(=O)Nc2ccc(OCC)cc2)s1	-7%
21	O=C(NCCO)c1ccc(-c2ccc3nncn3c2)cc1	-1%
22	Cc1ccc(NC(=O)Nc2nnc([C@H]3C[C@H](O)[C@@H](CO)O3)s2)cc1	1%
23	CC1(C(=O)NCc2ccco2)Cc2c(-c3ccc4c(c3)OCO4)ccnc2O1 (centres undefined)	0.82µM*
24	COc1ccc(NC(=O)C2(C)CCN2CCOc2ccccc2)cc1OC (centres undefined)	?
25	COC[C@H]1CCCN1c1ccc2c(c1)O[C@@H](COCc1ccccc1)CN([C@@H](C)c1ccccc1)S2(=O)=O	10µM*
26	CC(=O)N1CCN(C(=O)c2sc3ncnc(NCC4CCCO4)c3c2C)CC1 (centres undefined)	-14%
27	Clc1cccc(Cc2c(-c3ccco3)nc3c4ccccc4ccn23)c1	?
28	S=C1SCN(Cc2ccccc2)CN1Cc1ccco1	?
29	O=C(NCC[C@@H]1CC[C@@H](NS(=O)(=O)Cc2ccccc2)[C@@H](CO)O1)C1CC1	-7%
30	Cc1c(C(=O)NCC2(N3CCOCC3)CCCCCC2)cnn1-c1nccc(-c2ccccc2F)n1	?
31	COc1ccc(Cc2c(-c3ccc(C#N)cc3)nc3c4ccccc4ccn23)c(C)c1	?
32	C[C@H](CO)N1C[C@H](C)[C@H](CN(C)Cc2cccc(O)c2)OCc2ccccc2-c2c(n(C)c3ccccc23)C1=O	?
33	Cc1ccc(C)c(C(=O)N2CCC(C3(c4ccccn4)NC(=O)N(CC4CCCO4)C3=O)CC2)c1 (centres undefined)	8%
34	C[C@@H]1CN([C@@H](C)CO)C(=O)CCCn2nncc2CO[C@@H]1CN(C)C(=O)Nc1ccc(N2CCCCC2)cc1	4%
35	CNc1ncnc2c1ncn2[C@H]1CN(Cc2cccnc2)C[C@@H](CO)O1	-10%
36	O=C(/C=C/[C@H]1O[C@@H](n2cnc3c(NC(=O)c4ccccc4)ncnc32)[C@H](O)[C@@H]1O)NCc1cccc2ccccc12	0%
37	CCCNC(=O)C1(C)CCCN(Cc2noc(-c3c(C)noc3C)n2)C1 (centres undefined)	-28%
38	Cc1ccnn1CC(=O)N1CCOc2c(cc(-c3csc4ccccc34)cc2OC2CCOC2)C1 (centres undefined)	?
39	CC1(C)CC(=O)C=C(c2ccc(-c3ccc4[nH]ccc4c3)cc2)C1=O	?
40	Cc1nc(NCc2cnn(C)c2)sc1-c1ccn(-c2cccc(F)c2)n1	22%[9.04 µM]
41	COc1ccc([C@H]2C[C@@H](O)[C@H](n3cc(COC(=O)c4ccccc4)nn3)CN2CC2CCCCC2)cc1	?
42	CC(C)c1c(C(=O)N(C)CC2CCCN(C)C2)cnn1-c1nccc(-c2cccs2)n1 (centres undefined)	?
43	COc1ccc(S(=O)(=O)N2C[C@H]3CON(C)[C@H]3C[C@H]2c2ccc(-c3cc4ccccc4o3)cc2)cc1	?
44	COC(=O)[C@]12CCCCC=C1N(Cc1ccc(Cl)cc1Cl)C(=O)[C@H](CC(=O)N1CCCCC1)C2	?
45	CCOC(=O)N1CCN(Cc2ccc3c(c2)CN(C(=O)c2sc(C)nc2C)CCO3)CC1	-8%[9.04 µM]
46	Nc1ccc(N)c([N+](=O)[O-])c1	?
47	CC1(C)OC(=O)C2=C(C[C@@H](C3CCCCC3)O[C@H]2c2ccc(Cl)cc2)O1	?
48	CC(C)C(N)c1csc(Nc2cc(Oc3ccccc3)ncn2)n1 (centres undefined)	?
49	COc1cccc(CNc2nc3cc(-c4cccc(OC)c4)sc3c(=O)n2C)c1	?
50	Cc1ccc(SC2=C[C@@]3(O)CC[C@@H](O)[C@@](Sc4ccc(C)cc4)(C2=O)[C@H]3O)cc1	23µM*
51	CCc1c(-c2ccccc2OC)ncn1Cc1cccc(-c2ccccc2)c1	0.65µM*
52	COCCN(CCOC)Cc1cc(=O)oc2cc(C)c(C)cc12	9%
53	C=CCC[C@@H](CCCCC)OC(=O)/C=C/[C@H](O)[C@@H](O)C[C@@H](O)CC=C	?
54	CC(=O)NCCNc1nc2cc(-c3ccccc3CO)sc2c(=O)n1C	2%
55	O=C(Nc1ccc2nc(C(F)(F)F)[nH]c2c1)[C@@H]1O[C@H](CO)[C@@H](O)[C@H]1O	3%
56	Cn1ccc2c(-c3ccc4c(c3)OCCO4)cc3c(c21)C1CCC3C1 (centres undefined)	?

Next records follow.
no.	Molecule	DT40 TDP1 CPT
57	COc1ccccc1-c1cnc(C(O)c2ccccc2)[nH]1 (centres undefined)	-26%
58	Nc1ccn([C@@H]2O[C@H](CNCC3=CCOc4ccc(O)cc43)[C@@H](O)[C@H]2O)c(=O)n1	5%
59	CC1(c2cccc(N)c2)OCCO1	-8%
60	N#Cc1cc2cc3c(cc2nc1Cl)OCCO3	-3%
61	COC(=O)C[C@@H]1CC[C@@H](NC(C)=O)[C@@H](CO)O1	-8%
62	CC(C)c1ccc(NC(=O)C2Cc3c(-c4ccc(Cl)cc4)ccnc3O2)cc1 (centres undefined)	16µM*
63	CC(=O)N1Cc2cc(C(=O)NCc3cccc(F)c3)nc(-c3cccc(C4=CCCC4)c3)c2[C@H]1CCO	18µM*
64	C[C@@H]1CN([C@H](C)CO)C(=O)CCCn2cc(nn2)CO[C@H]1CN(C)S(=O)(=O)c1cccc(F)c1	3%
65	COCCNC(=O)C1CCCN(C(=O)c2cc(-c3ccccc3)cs2)CC1 (centres undefined)	-19%
66	COC(=O)[C@@]12C[C@@H](CC(=O)NCc3cccs3)C(=O)N(Cc3ccc4c(c3)OCO4)C1=CCC(C)(C)C2	?
67	CNC(=O)C1(C)Cc2c(-c3ccc(NC(C)=O)cc3)ccnc2O1 (centres undefined)	5%
68	CC1(C(=O)NS(=O)(=O)c2ccc(Cl)cc2)CCN1C(=O)COc1ccc(Cl)cc1 (centres undefined)	2%
69	COCCNC(=O)c1ccc(N2CC3CC(C2)c2cccc(=O)n2C3)c(NC(=O)c2ccccc2Cl)c1 (centres undefined)	-27%
70	CCCCC(=O)N(C)c1c(CC)nc2c(OCc3cccc(Cl)c3)cccn12	?
71	CC(C)c1ccc(CN2CCC2(C)C(=O)Nc2cccc(Oc3ccccc3)c2)cc1 (centres undefined)	?
72	COc1ccc(F)cc1-c1cc(C(=O)Nc2ccc(C)c(NS(C)(=O)=O)c2)[nH]n1	18µM*
73	COc1ccc(-c2cc(NC(C)=O)c3ncc(-c4ccc(OC)c(OC)c4)n3c2)cc1OC	18µM*
74	CC1C(=O)N(Cc2cn(Cc3ccco3)nn2)CCS(=O)(=O)N1Cc1ccc(-c2ccc(F)cc2)cc1 (centres undefined)	?
75	OC1(c2ccc3c(c2)CN(Cc2ccccn2)CCO3)CCN(c2ccccc2F)CC1	?
76	COc1ccccc1-c1ccc2c(c1)O[C@@H](CN(C)C(=O)Nc1cccc(F)c1)[C@H](C)CN([C@H](C)CO)S2(=O)=O	?
77	O=C(NCc1ccco1)c1ccc2sc([C@@H]3O[C@H](CO)[C@@H](O)[C@H]3O)nc2c1	-29%
78	CN(Cc1ccccc1)C(=O)[C@@H]1CCCN1C(=O)OC(C)(C)C	-4%
79	CC(=O)Nc1ccc(NC(=O)C2Cc3c(-c4cccc(NC(C)=O)c4)ccnc3O2)cc1 (centres undefined)	-13%
80	Cc1ccc(S(=O)(=O)N2C[C@H]3[C@H]4C(=O)N(Cc5ccccc5)C(=O)[C@H]4CC(=O)[C@H]3[C@@H]2c2ccccc2Cl)cc1	-28%
81	Fc1cccc(Cc2c(-c3cccc(Cl)c3)nc3ccc(Cl)cn23)c1	?
82	COc1ccc(C(NC(=O)C2CCN(CCOc3ccccc3)CC2)c2ccccn2)cc1 (centres undefined)	14%
83	CSc1ccc(NC(=O)C2(C)CCN2C(=O)Cc2ccc(C(C)(C)C)cc2)cc1 (centres undefined)	23µM*
84	CC(N)c1csc(Nc2cc(Oc3ccccc3)ncn2)n1 (centres undefined)	?
85	C[C@@H]1CN([C@H](C)CO)C(=O)CCCn2nncc2CO[C@H]1CN(C)CC1CC1	3%
86	CCc1cc(C(=O)NCCN2Cc3ccccc3OC(c3ccsc3)C2)n(C)n1 (centres undefined)	?
87	C#CCN(Cc1nc(N2CCOCC2)c2ccc(Cl)cc2n1)Cc1ccco1	26%[9.04 µM]
88	O=C(CCNC(=O)c1ccccc1Cl)Nc1ccc2c(c1)OCCO2	-20%

Quoted from above, compounds 80 to 85
no.	Molecule	DT40 TDP1 CPT
80	Cc1ccc(S(=O)(=O)N2C[C@H]3[C@H]4C(=O)N(Cc5ccccc5)C(=O)[C@H]4CC(=O)[C@H]3[C@@H]2c2ccccc2Cl)cc1	-28%
81	Fc1cccc(Cc2c(-c3cccc(Cl)c3)nc3ccc(Cl)cn23)c1	?
82	COc1ccc(C(NC(=O)C2CCN(CCOc3ccccc3)CC2)c2ccccn2)cc1 (centres undefined)	14%
83	CSc1ccc(NC(=O)C2(C)CCN2C(=O)Cc2ccc(C(C)(C)C)cc2)cc1 (centres undefined)	23µM*
84	CC(N)c1csc(Nc2cc(Oc3ccccc3)ncn2)n1 (centres undefined)	?
85	C[C@@H]1CN([C@H](C)CO)C(=O)CCCn2nncc2CO[C@H]1CN(C)CC1CC1	3%

An excerpt from above in order of molar mass, lowest first.
no.	Molecule	DT40 TDP1 CPT
85	C[C@@H]1CN([C@H](C)CO)C(=O)CCCn2nncc2CO[C@H]1CN(C)CC1CC1	3%
87	C#CCN(Cc1nc(N2CCOCC2)c2ccc(Cl)cc2n1)Cc1ccco1	26%[9.04 µM]
86	CCc1cc(C(=O)NCCN2Cc3ccccc3OC(c3ccsc3)C2)n(C)n1 (centres undefined)	?

Following part
no.	Molecule	DT40 TDP1 CPT
89	COc1ccc(C2OC(CCc3ccccc3)Cc3[nH]c(=S)[nH]c(=O)c32)cc1 (centres undefined)	?
90	N#CC1=C2CCCCC2(O)NC1=O (centres undefined)	-4%
91	CCc1nc2ccc(C(=O)NCCc3c[nH]c4ccccc34)cn2c1N(C)Cc1ccc(N(C)C)cc1	?
92	COc1ccc(-c2nc3cc(C)ccc3cc2CN(C(=O)c2cccs2)C2CC2)cc1OC	?
93	Cn1cc(CN2CCC(C(=O)NC(c3ccc(F)cc3)c3ccc4ccccc4n3)CC2)c2ccccc21 (centres undefined)	12µM*
94	COc1ccc(-c2nc3ccc(C)cn3c2CC(C)(C)C)cc1OC	18µM*
95	COC(=O)C[C@@H]1CC[C@@H](NS(=O)(=O)c2ccccc2OC)[C@@H](CO)O1	-10%
96	C[C@@H]1CN([C@@H](C)CO)C(=O)CCCn2nncc2CO[C@H]1CN(C)Cc1cccnc1	-3%
97	NC(c1ccncc1)c1ccc(Cl)cc1 (centres undefined)	?
98	COc1ccc(CC(N)c2csc(NC(=O)Nc3cc(OC)ccc3OC)n2)cc1 (centres undefined)	5.2µM*
99	COc1ccc(S(=O)(=O)N(C)C[C@@H]2Oc3cc(C#CC4CCCCC4)ccc3S(=O)(=O)N([C@@H](C)CO)C[C@@H]2C)cc1	18µM*
100	CC(C)(C)c1ccc(CC(=O)N2CCC2(C)C(=O)NS(=O)(=O)c2cccc(OC(F)F)c2)cc1 (centres undefined)	-11%
101	Cc1ccccc1S(=O)(=O)N1[C@@H](c2cccc(Cl)c2)C(C(=O)OC(C)(C)C)=CC[C@H]1c1ccc(Cl)cc1	21µM*
102	CCCCN1C[C@H](C)[C@@H](CC(=O)Nc2ccc(OC)cc2)C1=O	-5%
103	Cn1nccc1-c1coc2c(C(=O)N3CCOCC3)cccc12	-8%
104	Cc1cnc(-c2nc3ccccc3n2C(C)C(=O)Nc2c(C)cccc2C)cn1 (centres undefined)	?
105	CCC(C)c1ccc(O)c(NC(=S)NC(=O)c2cccs2)c1 (centres undefined)	13µM*

This is a subset; count on the stated rates, not on these rows.
